NPYLR7 agonist = agonists of mosquito NPYLR7 receptor, primary screen, cell-based, Aedes aegypti, calcium fluorescence, mosquito biting behavior. Aedes aegypti neuropeptide Y-like receptor 7 (NPYLR7). HEK293T NPYLR7/Galpha15, GCaMP6s calcium fluorescence. activation, % at 10 µM. 270,000 compounds, 0.15% hits; in the data active = activation above about 40%;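 note: 0% = vehicle and 100% = reference agonist at the receptor; some compounds past the cut are filed as inactive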
hcGAS inh = Primary biochemical luminescence assay for human cyclic GMP-AMP synthase inhibitors; recombinant h-cGAS, ATP depletion, Kinase-Glo luminescence; inhibition, % at 12.5 µM; 290,000 compounds, 0.081% hits;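 note: 0% = vehicle reaction and 100% = reaction without DNA for no activity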
Target sequence (Q8N884 whole entry, looked up): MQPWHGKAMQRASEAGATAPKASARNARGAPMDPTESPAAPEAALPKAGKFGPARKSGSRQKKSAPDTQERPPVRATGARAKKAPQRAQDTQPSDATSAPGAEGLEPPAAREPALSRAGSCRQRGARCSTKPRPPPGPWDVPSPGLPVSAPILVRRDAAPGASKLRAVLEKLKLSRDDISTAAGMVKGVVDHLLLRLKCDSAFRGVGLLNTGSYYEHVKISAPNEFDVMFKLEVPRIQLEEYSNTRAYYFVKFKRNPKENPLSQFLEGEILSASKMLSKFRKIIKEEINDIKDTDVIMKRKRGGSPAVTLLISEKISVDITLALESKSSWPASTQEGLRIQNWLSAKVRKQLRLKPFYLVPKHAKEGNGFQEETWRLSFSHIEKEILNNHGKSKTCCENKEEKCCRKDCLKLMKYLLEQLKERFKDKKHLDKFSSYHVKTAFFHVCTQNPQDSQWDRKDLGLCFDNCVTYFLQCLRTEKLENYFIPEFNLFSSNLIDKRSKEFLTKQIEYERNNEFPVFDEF
mcGAS lum = cyclic GMP-AMP synthase inhibitors, mouse, primary biochemical chemiluminescence; inhibition, % at 12.5 µM; recombinant cGAS, Kinase-Glo ATP depletion luminescence; 160,000 compounds, 0.15% hits;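 note: 0% = negative control wells and 100% = reference inhibitor with no enzyme activity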
Numbers without * were called inactive; . = not tested or not shown; & = joins results of further samples. Cut-off read from the data, not from the text of the source, unless noted: active = inhibition above about 40%; inactive = the rest.

item	structure	NPYLR7 agonist	hcGAS inh	mcGAS lum
1	O=C(Nc1cc(F)cc(C(F)(F)F)c1)N[C@H](Cc1ccccc1)C(=O)N1CCC(C(=O)N2CCCCC2)CC1	27	-3	-6
2	COCCCNC(=O)C=Cc1csc(-c2ccc(OC)cc2)n1	1	-1	.
3	CCCOc1ccc(C2=[N+]([O-])C3(CCCCC3=O)N(O)C2(C)C)cc1 (stereo not given)	-12	3	.
4	COC(=O)c1ccc(COC(CN2CCN(C(=O)c3cccnc3)CC2)c2cccc(OC)c2)cc1 (stereo not given)	-4	-6	-7
5	COc1ccc(C(=O)OCc2ccc(F)cc2)c(OC)c1OC	-7	-3	-7
6	O=C(CCCn1nc(-c2cccs2)ccc1=O)NCc1ccco1	4	-1	2
7	Oc1ccccc1C1=NNC2(CC3CC2C2CCCC32)S1 (stereo not given)	-8	78*	.
8	COc1ccc(C(=O)Nc2cc(C)nn2-c2ncnc3c2cnn3-c2ccc(C)cc2C)cc1	2	-1	-1
9	CC(C)Cc1cc(-c2nn3c(-c4cnccn4)nnc3s2)n[nH]1	-13	0	.
10	CC(Oc1ccc(-c2ccc(C#N)cc2)cc1)C(N)=O (stereo not given)	5	-2	-5
11	O=C(CSc1ncnc2sc3c(c12)CCC3)N1CCCCC1	6	-6	-6
12	CCNc1nc(NCC)nc(Nn2cnnc2)n1	-1	2	-6
13	C=c1ccccc1=C1NN=C(N=CC2N=C(c3cccc(OC)c3)OC2=O)S1 (stereo not given)	-5	-3	.
14	COCCN(Cc1nccn1Cc1c(F)cccc1Cl)C(=O)c1ccco1	-8	3	1
15	CC(C)Nc1ncccc1C(=O)NCCc1ccc(F)cc1	3	-2	-1
16	CCN1C(=O)C2(NCC(C)(C)S2)c2ccccc21 (stereo not given)	-2	4	.
17	COc1ccc(-c2cnc3ncnn3c2N2CCCN(S(=O)(=O)c3ccc(OC(F)(F)F)cc3)CC2)cc1	.	0	2
18	CCN(CC)C(=O)N1CCC2(CCN(Cc3cnc(COC)nc3)CC2)CC1	-3	-1	.
19	COc1nn(C)cc1C(=O)Nc1ccccc1C	-1	-2	.
20	Cn1c(CO)cnc1Sc1nccnc1C#N	-1	2	.

Whole records, quoted from the list. Screens in order: NPYLR7 agonist, hcGAS inh, mcGAS lum
`CCCOc1ccc(C2=[N+]([O-])C3(CCCCC3=O)N(O)C2(C)C)cc1` (stereo not given) is entered as -12, 3, .
`O=C(CCCn1nc(-c2cccs2)ccc1=O)NCc1ccco1` is entered as 4, -1, 2
`C=c1ccccc1=C1NN=C(N=CC2N=C(c3cccc(OC)c3)OC2=O)S1` (stereo not given) is entered as -5, -3, .
`COc1nn(C)cc1C(=O)Nc1ccccc1C` is entered as -1, -2, .

Arranged by SMILES length (highest first): part of the list above
item	structure	NPYLR7 agonist	hcGAS inh	mcGAS lum
4	COC(=O)c1ccc(COC(CN2CCN(C(=O)c3cccnc3)CC2)c2cccc(OC)c2)cc1 (stereo not given)	-4	-6	-7
13	C=c1ccccc1=C1NN=C(N=CC2N=C(c3cccc(OC)c3)OC2=O)S1 (stereo not given)	-5	-3	.
9	CC(C)Cc1cc(-c2nn3c(-c4cnccn4)nnc3s2)n[nH]1	-13	0	.
10	CC(Oc1ccc(-c2ccc(C#N)cc2)cc1)C(N)=O (stereo not given)	5	-2	-5

(more compounds)
item	structure	NPYLR7 agonist	hcGAS inh	mcGAS lum
21	COc1ccc(S(=O)(=O)N2CCCC(C)C2)cc1N1CCN(C(=O)c2ccccc2OC(F)(F)F)CC1 (stereo not given)	24	-11	-8
22	CCN(CC)c1onc(-c2ccccc2)c1CN(Cc1ccco1)C(=O)Cc1ccccc1	0	-1	-3
23	OCC1(Cc2ccc(F)cc2F)CCCN(c2nc3ccccc3s2)C1 (stereo not given)	2	-6	.
24	Cc1ccc(C(C)NC(=O)CSc2n[nH]c(=O)n2CC2CCCO2)cc1C (stereo not given)	10	-5	.
25	COCCCNC(=O)c1ccc(C)nc1C1CCN(Cc2ccc(F)cc2F)CC1	.	-5	-5
26	CCS(=O)(=O)N1CCN(C(=O)C2=C(C)NC(=O)NC2C)CC1 (stereo not given)	1&0	-3&-8	.
27	CCOC(=O)c1ccc(OC2CC3CCC(C2)N3C(=O)c2ccc(CSc3nc(SC)ns3)cc2)cc1 (stereo not given)	19	-3	-6
28	COc1ccc(N2CC(NC(=O)N3CCCCC3)CC2=O)cc1OC (stereo not given)	3	-3	-7
29	COCC(=O)N(Cc1ccc(OC)c(OS(=O)(=O)c2ccc(OC)cc2)c1)C1CC1	2	-13	-6
30	C=CCc1c(C)nc2c(-c3ccccc3)cnn2c1N1CCN(C)CC1	2	-8	-8
31	CCOC(=O)c1ccoc1CNC(C)(CC)C(F)(F)F (stereo not given)	3&6	-6&7	.
32	CCOC(=O)C(C)Sc1ccc(NC(C)=O)nn1 (stereo not given)	2	-2	.
33	COc1ccc(C)c2sc(N(CCCN(C)C)C(=O)c3ccccc3S(C)(=O)=O)nc12	0	-5	-6
34	CC1CCN(c2cn[nH]c(=O)c2Cl)CC1	0	-8	-4
35	CC(C)(C)c1ccc(NP2(=O)C=C(c3ccccc3)SC(c3ccccc3)=C2)cc1	15	1	-7
36	CN(Cc1ccsc1)C(=O)c1ccc(C#CC(C)(C)O)o1	25	-5	-16
37	CC(C)C(NC(=O)CNC(=O)c1ccccc1)c1cccs1 (stereo not given)	2	-3	.
38	O=c1c2ccccc2nc2c3ccccc3c(NCc3ccccn3)nn12	-1	0	.
39	CCn1cc(CN(C)C(=O)c2ccc(NC(=O)c3ccoc3C)cc2)cn1	-6	-7	-16
40	COc1cc(NC(=O)C(C)Sc2nnc(C(C)N(C)C)n2-c2ccc(Cl)cc2)cc(OC)c1 (stereo not given)	-2	3	.
41	O=C1CNC(=S)N1c1ccccc1F	0	3	.
42	CCCC(=O)N(CCCOC)CC(=O)N(Cc1ccc(F)cc1)Cc1sccc1C	8	-12	-6
43	CC(C)CC(NS(=O)(=O)Cc1ccccc1)c1ccccc1 (stereo not given)	-6	7	.
44	Cc1ccc(N2C(=O)CSC2c2ccccc2NC(=O)CCc2ccccc2)cc1 (stereo not given)	-6	-7	-6
45	CCc1[nH]c2c(CNS(=O)(=O)N(C)C)cc(C)cc2c1C	0	-2	.
46	Cn1cnc2cc(NC(=O)NCC3CCCc4ccccc43)ccc21 (stereo not given)	0	-5	.
47	CC(=O)Nc1ccc(Cl)c(C(=O)N(C)CCc2nc3ccccc3[nH]2)c1	5	-3	.
48	Cc1nc2nc(NCc3ccc(C(C)C)cc3)nn2c(C)c1Cl	-2	-5	-2
49	Cc1ccn2c(NC(=O)CC(C)CC(C)(C)C)c(-c3cccc(F)c3)nc2c1 (stereo not given)	-5	1	0
50	COc1cccc(-c2[nH]ncc2C(=O)N2CCN(C)C3(CCN(C)CC3)C2)c1	14	-4	.
51	COc1ccc(C(=O)N2CCC3(CC2)CNC(=O)C3)c(C)c1	7	-7	.
52	COc1cc(NC(=S)N[C@H]2CO[C@H]3[C@@H]2OC[C@@H]3n2nnnc2Oc2cccc(N3CCOCC3)c2)cc(OC)c1	-9	-6	-7
53	Cc1cccc(NS(=O)(=O)c2cn(C)c(=O)n(C)c2=O)c1	-1	-5	-7
54	CCOC(=O)C(=O)N1CCN(c2nccc(-c3cccc(C(F)(F)F)c3)n2)CC1	7	0	-5
55	COc1cccc(OCC2c3ccsc3CCN2C(=O)CN(C(=O)c2cccs2)C2CC2)c1 (stereo not given)	0	0	-3
56	CCc1ccc2oc(=O)cc(-c3oc4ccccc4c3NC(C)=O)c2c1	-3	-4	-8
57	COC(=O)c1ccc(CSc2nc(=O)n3cccc(C)c3n2)cc1	4	-12	.
58	NC(=O)CSc1ncc(-c2ccccc2)c(-c2ccccc2)n1	4	-3	.
59	Cc1cccc(C(N)=NOC(=O)c2ccccc2-c2ccccc2)c1	-15	-1	-2
60	N#CC1(C#N)C(C(=O)C23CC4CC(CC(C4)C2)C3)C12CCCCC2 (stereo not given)	3	-6	.
61	CCOC(=O)C1CCCCN1CC(=O)N1N=C(c2ccc(C)cc2C)CC1c1ccccc1F (stereo not given)	-4	3	1
62	CCCC(C)C(=O)N1CCN(c2nccc(-c3ccc(OCC)cc3)n2)CC1 (stereo not given)	-4	6	2
63	O=C(CCC(=O)NC1CCCCCC1)NCCn1nnc2ccccc21	7	-7	-16
64	COc1ccc(-c2cc(CNC3CCSCC3)on2)cc1	1	-4	.
65	CCN(CC(=O)NC1CCS(=O)(=O)C1)Cc1nc2sc3c(c2c(=O)[nH]1)CCC3 (stereo not given)	-5	-4	.
66	COc1ccc(CN2CCN(C3CCCC3)C(CCO)C2)c(Cl)c1OC (stereo not given)	-3	-6	.
67	O=C1c2ccc(Br)cc2C(=O)N1CNc1cccc(F)c1	4	-2	.
68	CCc1ccccc1NC(=O)N1CCN(c2cc(Oc3cccc(F)c3)ncn2)CC1	.	-3	-9
69	CC(=O)Nc1nc(-c2cccc(NC(=O)C3C(C(=O)O)C3(C)C)c2)cs1 (stereo not given)	-3	-2	.
70	COCCn1c(-c2ccc(Cl)cc2)nn(CN2CCc3sccc3C2)c1=S	10	3	.
71	Cc1nn(-c2ccccc2)c2ncc(C(=O)N(C)c3ccccc3)c(Cl)c12	22	-8	.
72	NC(N)=NN=Cc1ccccc1	4	0	.
73	COc1ccc(-c2nnc(NC(=O)C3CCCN3C(=O)Nc3c(Cl)cccc3Cl)s2)cc1 (stereo not given)	29	-11	-4
74	CCCCNC(=O)C1(C)CCCCN1C(=O)c1cncc(Br)c1 (stereo not given)	1	-1	-4
75	Cc1ccc2cc(CN3CCCC(N4CCCC4=O)C3)c(=O)[nH]c2c1 (stereo not given)	-2	-5	-8
76	C[C@H]1C(NC(=O)CNC(=O)C2CC2(c2ccccc2)c2ccccc2)C[C@@H]2C[C@H]1C2(C)C (stereo not given in full)	-1	-7	-3
77	CC(C)(O)CN(Cc1csc(COc2ccc(F)cc2)n1)C1CCOCC1	2	0	.
78	CCOC(=O)C1CCN(CC(=O)N2N=C(c3ccccc3F)CC2c2ccc(OC)cc2)CC1 (stereo not given)	-1	-5	-4
79	Cc1cccc(-n2c(-c3ccc(Cl)cc3)cc(C(=O)N3CCN(C(=O)c4ccccc4)CC3)c2C)c1	9	-3	-4
80	CCOC(=O)c1sc(N2C(=O)C(=O)C(=C(O)c3ccccc3)C2c2ccc(C)o2)nc1C (stereo not given)	0	-5	-6

The listing continues.
item	structure	NPYLR7 agonist	hcGAS inh	mcGAS lum
81	CN(C)C(CN=C1NS(=O)(=O)c2ccccc21)c1ccsc1 (stereo not given)	1	-13	.
82	CCCOc1ccc(OS(=O)(=O)c2ncn(C)c2Cl)cc1	2	-4	.
83	COCCN(Cc1ccc(OS(=O)(=O)c2ccc(F)cc2)cc1)C(=O)Nc1ccc(C)cc1C	1	-3	-6
84	CC(C)c1nc(CC(=O)NCCc2ccc(C(=O)O)cc2)cs1	-7	-8	.
85	Fc1ccccc1N1N=C(/C=C/c2cccs2)CC1c1cccs1 (stereo not given)	-3	-5	.
86	CCOC(=O)C1=C(C)NC2=C(C(=O)CC(c3ccccc3)C2)C1c1ccccc1[N+](=O)[O-] (stereo not given)	5	-6	-6
87	O=C(c1c(F)cccc1F)N1CCc2ccccc2C1c1ccccc1Cl (stereo not given)	24	-8	-3
88	Cc1nc2ncnn2c(N2CCN(S(=O)(=O)c3ccccc3OC(F)(F)F)CC2)c1Cc1ccccc1	-11	3	1
89	c1ccc(NC2CCCN(Cc3ccc4nsnc4c3)C2)cc1 (stereo not given)	0&-4	-8&-2	.
90	Cc1cc2cc(CNC(=O)c3ccc(OC(C)C)cc3)ccc2n1C	6	-7	-8
91	Cc1nn(S(=O)(=O)c2cccc([N+](=O)[O-])c2)c(C)c1S(=O)(=O)N1CCCC(C)C1 (stereo not given)	3	-9	.
92	COCCNC(=O)CCN(Cc1ccccc1)c1nc(-c2ccccc2)nc2cc(Cl)ccc12	0	1	-5
93	CCCNC(=S)N1CCc2cc(OC)c(OC)cc2C1CNS(=O)(=O)c1ccc(C)cc1 (stereo not given)	3	-2	-6
94	CNCCCN1C(=O)C(C)SC1c1ccccc1OC (stereo not given)	3	-2	-5
95	CC(NC(=O)c1ccc(C#CC(C)(C)O)s1)C(=O)O (stereo not given)	1	-1	.
96	COc1ccc(Nc2ccn(-c3nc(-c4ccccc4)oc3-c3ccccc3)c(=O)n2)cc1	-2	-7	-9
97	COCCn1cnc2cnc(Nc3cccc(C)c3)cc21	8	-3	-3
98	COc1ccccc1OCC(=O)NN1C(=O)NC2(CCCCC2)C1=O	0	-9	-3
99	Oc1ccc(Br)cc1CNCC(c1cccs1)N1CCCC1 (stereo not given)	5	-10	.
100	Cc1n[nH]c(C)c1S(=O)(=O)N1CCN(S(=O)(=O)c2ccc3c(c2)OCCO3)CC1	4	-5	.
101	CCOC(=O)c1ccc(NC(=O)CSc2nnc(NC(=O)C3CC3)s2)cc1	-2	-10	-5

From PubChem
